APEX1 inh = APE1 (human) endonuclease inhibition; recombinant APE1, TAMRA/BHQ-2 abasic DNA cleavage fluorescence; Potency, µM (series often up to 65.8 µM), inactives show top-dose activity change, negative = inhibition, most hits filed as inhibitors; 0.35% of 350,000 active; P27695;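 note: potency is the fitted concentration of half-maximal effect; plate controls were vehicle for no effect and reference inhibitor for full effect; nearly all actives have a fitted effect of over 55% in size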
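Readout is kinetic fluorescence (ex 525, em 598 nm) from cleavage of 50 nM TAMRA/BHQ-2 THF abasic duplex by 0.75 nM APE1, compound added 15 min beforehand at RT.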
ERG Ets-DNA blk = ERG Ets/DNA interaction inhibition | fluorescence polarization, His-ERG Ets domain / labelled DNA | 0.028% of 370,000 active | P11308 | Potency, µM (doses to about 76.9 µM), without a hit: at the highest dose FP activity, negative = inhibition, most hits filed as inhibitors; active = well fitted inhibition curve with a large enough effect in the polarisation, with a control signal flat; inconclusive = small, poorly fitted or top-dose-only effect, or effect the other way, or a change in a side signal; inactive = no such curve, though single readings can be large or run the other way; the % refers to the polarisation;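 note: polarization taken with two DNA probes labelled with fluorescein and Texas red; potency is the fitted concentration of half-maximal effect; % of control where 0% means no effect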
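His-tagged ERG Ets domain (1 uM in the protein solution; 300mM KCl, 50mM Tris-HCl, 1mM EDTA, 1mM DTT, pH 7.5) received compound, then a probe mix of 5 nM fluorescein-DNA and 100nM Texas-615-DNA. Fluorescence polarization was read for both dyes.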
Pol kappa inh = blocks human DNA polymerase kappa activity; 0.53% of 400,000 active; Q9UBT6; purified Pol kappa, fluorescent DNA synthesis assay, 10 min; AID 588579; Potency, µM (titrated, usually from 107 µM), for inactives: top-dose activity, negative = inhibition, usual class: inhibitors; note: potency is the fitted concentration of half-maximal effect; % is set by controls: 0 for no effect and ±100 for the full control effect
Target sequence (Q9UBT6 whole entry, looked up): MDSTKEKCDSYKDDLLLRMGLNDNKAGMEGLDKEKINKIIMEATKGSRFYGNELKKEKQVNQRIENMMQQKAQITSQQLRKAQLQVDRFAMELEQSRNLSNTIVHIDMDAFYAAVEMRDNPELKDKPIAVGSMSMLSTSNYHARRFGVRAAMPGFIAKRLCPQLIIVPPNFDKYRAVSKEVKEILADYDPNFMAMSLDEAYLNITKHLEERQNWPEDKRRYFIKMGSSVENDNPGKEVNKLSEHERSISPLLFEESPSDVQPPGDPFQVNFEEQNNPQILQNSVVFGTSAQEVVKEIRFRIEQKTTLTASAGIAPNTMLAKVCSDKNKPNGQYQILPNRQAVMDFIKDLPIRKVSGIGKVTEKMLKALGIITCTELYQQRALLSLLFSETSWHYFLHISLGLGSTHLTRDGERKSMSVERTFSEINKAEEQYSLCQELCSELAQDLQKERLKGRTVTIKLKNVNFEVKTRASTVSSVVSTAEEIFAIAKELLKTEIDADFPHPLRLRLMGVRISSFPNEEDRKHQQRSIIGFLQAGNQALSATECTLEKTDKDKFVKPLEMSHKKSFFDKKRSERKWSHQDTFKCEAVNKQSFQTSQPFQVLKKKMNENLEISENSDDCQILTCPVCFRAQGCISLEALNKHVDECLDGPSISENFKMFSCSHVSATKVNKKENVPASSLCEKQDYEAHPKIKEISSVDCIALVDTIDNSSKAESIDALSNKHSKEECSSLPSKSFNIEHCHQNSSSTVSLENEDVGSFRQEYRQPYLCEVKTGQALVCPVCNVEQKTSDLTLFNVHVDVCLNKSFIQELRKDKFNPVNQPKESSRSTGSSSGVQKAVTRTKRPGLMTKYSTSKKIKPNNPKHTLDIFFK
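Pol kappa 10 nM + cpd, 15 min RT; start w/ substrate 50 nM final; fluorescence kinetic read, 0 and 10 min. Neg ctrl: buffer, no enzyme.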
TRHR agonist = activates the human TRH receptor; TRHR cells, calcium flux fluo-8, FDSS agonist mode; 0.18% of 360,000 active; P34981; activation, % at 2 µM; AID 493084; in the data active = activation above about 30%; note: 0% is about no effect
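In this calcium-flux screen, cells bearing human TRHR are dye-loaded with fluo-8, baselined for 10 cycles, then exposed to library compounds; positive kinetic calcium responses during the agonist phase mark hits, with TRH as control.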
BLM inh = Bloom syndrome helicase (human) inhibition; recombinant BLM DNA unwinding, fluorescence dequenching; 0.2% of 350,000 active; P54132; AID 2528; Potency, µM (doses to about 56.1 µM), for the others: at the top dose activity change, negative = inhibition, actives largely listed as inhibitors;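 note: potency is the fitted concentration of half-maximal effect; plate controls were vehicle for no effect and no enzyme for full effect; nearly all actives have a fitted effect of over 35% in size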
12-LOX inh = blocks human arachidonate 12S-lipoxygenase; P18054; purified 12hLO, xylenol orange hydroperoxide absorbance; Potency, µM (top dose mostly 108 µM), inactives show at the top dose activity change, negative = inhibition, actives largely listed as inhibitors; 1.1% of 580,000 active; AID 1671190; note: potency is the fitted concentration of half-maximal effect; % is set by controls: 0 for no effect and ±100 for the full control effect
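Purified human 12hLO at 150 nM in 25 mM Hepes, 0.01% Triton X-100, pH 7.0, preincubated 15 min at room temperature with compound. Reaction started with 40 uM arachidonic acid, 30 min at room temperature. Hydroperoxide measured by Fe-xylenol orange, 573/405 nm absorbance ratio.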
Apoferritin bind = binds horse apoferritin like a general anesthetic; P02791; apoferritin/1-aminoanthracene competitive binding, fluorescence; Potency, µM (top dose mostly 77.5 µM), for the others: top-dose activity change, negative = displacement, hits mostly inhibitors; 0.074% of 350,000 active; AID 485281; note: potency is the fitted concentration of half-maximal effect; % is set by controls: 0 for no effect and ±100 for the full control effect; nearly all actives have a fitted effect of over 20% in size
Target sequence (P02791 2-175 limits assumed): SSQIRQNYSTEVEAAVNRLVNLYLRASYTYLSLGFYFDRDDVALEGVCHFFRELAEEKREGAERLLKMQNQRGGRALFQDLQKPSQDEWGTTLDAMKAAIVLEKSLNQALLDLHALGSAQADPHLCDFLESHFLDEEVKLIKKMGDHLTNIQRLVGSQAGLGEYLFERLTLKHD
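Read-out: endpoint 1-AMA fluorescence, excitation 380 nm and emission 535 nm, after compounds sit 10 min at room temperature with 10 uM horse-spleen apoferritin in 50% saturated 1-AMA/PBS. Values come from four-parameter Hill fits.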
POLI inh = blocks human DNA polymerase iota activity. Q9UNA4. AID 588590. Pol iota fluorescent replication assay, 10 min. 1% of 390,000 active. Potency, µM (doses to about 115 µM), without a hit: top-dose activity, negative = inhibition, most hits filed as inhibitors; note: potency is the fitted concentration of half-maximal effect
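Pol iota at 10 nM preincubated 15 min with compounds at room temperature; reaction started with fluorescent substrate, 50 nM final. Fluorescence read kinetically at 0 and 10 min; buffer-only wells as negative control.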
Pol beta inh = inhibitors of human DNA polymerase beta; Pol beta primer extension/strand displacement, fluorescence kinetic; 1.3% of 340,000 active; P06746; AID 485314; Potency, µM (series often up to 114 µM), without a hit: at the top dose activity change, negative = inhibition, most hits filed as inhibitors; note: potency is the fitted concentration of half-maximal effect; % is set by controls: 0 for no effect and ±100 for the full control effect
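Enzyme-only controls used 10 nM Pol beta; buffer lacking enzyme served as negative control. Compound preincubated 15 min, then 50 nM substrate added; 0 and 10 min reads at room temperature.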
* hit, by the source's call; u = inconclusive; x = no result given; & = joins results of further samples; [ ] = another dose, or the depositor's remark. Unless noted, calls come from the whole dose curve; as a rule, active = well fitted curve in the direction sought with a large enough effect; inconclusive = small, poorly fitted or top-dose-only effect, or another doubt; inactive = no such curve, though single readings can be large; an effect the other way counts as inactive or inconclusive.

SMILES | APEX1 inh | ERG Ets-DNA blk | Pol kappa inh | TRHR agonist | BLM inh | 12-LOX inh | Apoferritin bind | POLI inh | Pol beta inh
CCOc1ccc(NS(=O)(=O)c2ccc(C(=O)NNC(=O)c3ccccc3O)cc2)cc1 | -4% | 2% | -15% | 0.1 | x | u | x | 8% | x
Cc1cc(C)cc(NC(=O)[C@H](NC(=O)[C@@H]2Cc3ccccc3CN2)c2ccccc2)c1 | 43% | 5% | -12% | 0.5 | -7% | x | -15% | 40%[activator] | 4%
Cc1cccc(N=C2NC(=O)/C(=C/c3cccnc3)S2)c1C | 1% | -6% | 3% | -0.2 | -4% | -3% | 4% | u | 3%
Cc1ccc(-c2nc(NC(=O)CSc3ccc4ccccc4n3)ns2)cc1 | 1% | -2%&-12% | -12%&19% | -0.7&-0.3 | -8%&-11% | -17% | -6%&-3% | -21%&30% | 13%&6%
CC(C)c1ccccc1NC(=S)N1CCN(S(=O)(=O)c2cccs2)CC1 | 3% | -1% | -14% | -0.7 | -4% | -8% | -12% | 20% | 19%
Cc1ccc(CNC(=O)/C(C#N)=C\c2ccc(N(C)C)cc2)cc1 | -2% | x | x | 2.0 | -6% | x | u | x | 23%
COc1cc2[nH]c3ccccc3c2cc1C | u | 7% | -2% | -1.0 | 0% | 3% | 5% | 7% | 16%
O=C(CCl)Nc1cccc(-c2cnc3ccccc3n2)c1 | -4% | -9% | 3% | -0.2 | -1% | -21% | u | -5% | 25%
Cc1ccc(S(=O)(=O)N2CCN(C(=O)CCn3nc(C)c(C)c3C)CC2)cc1C | 36% | -5% | -9% | -0.2 | -10% | 3% | -8% | -11% | 37%
O=C(COC(=O)C1CC(=O)N(Cc2ccco2)C1)c1ccc(OC(=O)c2ccco2)cc1 (stereo not given) | -1% | -7% | 32µM* | -0.4 | 16µM* | -21% | -11% | 18µM* | 7.1µM*
CCN(CCn1cccn1)C(=O)C1CCC(=O)N(CCc2cccc(F)c2)C1 (stereo not given) | 10% | 1% | -5% | 0.4 | -1% | 0% | 1% | -5% | 18%
CN(C(=O)c1ccccc1C(=O)OCC(=O)c1ccc(Br)cc1)c1ccccc1 | -12% | -3% | -15% | -0.4 | x | u | x | -2% | x
COc1ccccc1CNc1nc(-c2cc(C)n(C)c2C)cs1 | -10% | -12% | -4% | 0.9 | -7% | u | -15% | 72%[activator] | 0%
CCCCNC(=NCc1cccc(C(F)(F)F)c1)Nc1ccccc1 | 11% | -3% | -10% | 5.7 | -2% | -8% | -9% | 61%[activator] | 1%
COc1ccccc1OCC(=O)NCC(c1cccs1)N1CCOCC1 (stereo not given) | 10% | -4% | -9% | 0.4 | -2% | 7% | -7% | 6% | 22%
Cc1ccccc1C(=O)N1CC(=O)Nc2ccc(Cl)cc2C1c1ccccc1 (stereo not given) | x | -2% | -2% | 0.4 | -2% | -7% | -10% | 7% | 21%
CCn1ncc(Cl)c1C(=O)Nc1ccc2c(c1)CCC2 | 13% | x | x | -1.1 | 25µM* | -2% | u | x | -13%
CCOc1ccc(CNS(=O)(=O)c2ccc3c(c2)CC(C)N3C(C)=O)cc1OC (stereo not given) | x | 1% | -13% | 0.3 | -5% | -1% | -6% | -3% | 1%
Cc1ccc(S(=O)(=O)/N=C(/Sc2ccccc2C(=O)O)c2ccccc2)cc1 | -2% | 4% | -17%&3% | 0.6 | 2% | 13% | -5% | -19%&16% | 37%
CCN(CC)c1ccc(C2C(C(N)=O)=C(C)Nc3nc(SCc4ccccc4)nn32)cc1 (stereo not given) | x | -5% | 6% | 0.1 | 2% | u | -9% | -10% | 11%

Ordered by heavy-atom count (ascending): part of the list above
SMILES | APEX1 inh | ERG Ets-DNA blk | Pol kappa inh | TRHR agonist | BLM inh | 12-LOX inh | Apoferritin bind | POLI inh | Pol beta inh
COc1ccccc1OCC(=O)NCC(c1cccs1)N1CCOCC1 (stereo not given) | 10% | -4% | -9% | 0.4 | -2% | 7% | -7% | 6% | 22%
Cc1ccc(S(=O)(=O)/N=C(/Sc2ccccc2C(=O)O)c2ccccc2)cc1 | -2% | 4% | -17%&3% | 0.6 | 2% | 13% | -5% | -19%&16% | 37%
CCN(CC)c1ccc(C2C(C(N)=O)=C(C)Nc3nc(SCc4ccccc4)nn32)cc1 (stereo not given) | x | -5% | 6% | 0.1 | 2% | u | -9% | -10% | 11%

Further compounds follow.
SMILES | APEX1 inh | ERG Ets-DNA blk | Pol kappa inh | TRHR agonist | BLM inh | 12-LOX inh | Apoferritin bind | POLI inh | Pol beta inh
Cc1ccc(N2C(=NC(=O)c3ccccc3)SC3CS(=O)(=O)CC32)cc1 (stereo not given) | -14% | 5% | -15% | 0.0 | -2% | -1% | -9% | -7% | 30%
Cc1occc1C(=O)Nc1sc2c(c1C(N)=O)CCCCC2 | -2% | -10% | -30% | 0.5 | -7% | -12% | 4% | u | -2%
C[C@]12c3[nH]c4cc(-c5ccco5)ccc4c3CCN1C(=O)[C@@H](CC(=O)NCc1cccc(C(F)(F)F)c1)C[C@@H]2C(=O)N1CCOCC1 | -22% | 0% | -3% | x | x | u | x | 10% | x
Nc1c(C(=O)Nc2cccc(F)c2)nnn1-c1cccc(C(F)(F)F)c1 | -4% | 6%&2% | -1% | 2.4&1.1 | 2%&1% | 3%&-3% | -4%&6% | 65%&34%[activator] | 8%&7%
COc1cc(C(=O)O)c2ccccc2n1 | 8% | -14% | -2% | 0.7 | -3% | -14% | -2% | -21% | 60%
COc1ccc(C2CC(=O)c3cnc(NC(=O)c4ccccc4)nc3C2)c(OC)c1 (stereo not given) | 6% | 1% | -9% | -0.7 | -3% | 15% | -18% | 8% | -12%
O=C(Nc1ccc(Cl)cc1Cl)c1ccc2c(c1)OCCO2 | 11% | 0% | -2% | 0.3 | x | 0% | x | 12% | x
COc1ccc2nc(N3C(=O)CC(Cc4ccc(Cl)cc4)C3=O)sc2c1 (stereo not given) | -2% | x | -8% | 0.3 | -2% | u | -11% | u | 0%
COCC(=O)N1CCC2(CC1)CCN(C(c1ccccc1)c1ccccc1)CC2 | 15% | x | 8%[60.1 µM] | x | 0% | -6%[57.4 µM] | x | x | x
CN(C)C(=O)c1sccc1Oc1ccc(F)cc1[N+](=O)[O-] | -3% | 2% | -1% | 0.4 | -1% | u | -15% | 88%[activator] | 5%

Three entries already listed, ordered by the number in BLM inh, ascending.
SMILES | APEX1 inh | ERG Ets-DNA blk | Pol kappa inh | TRHR agonist | BLM inh | 12-LOX inh | Apoferritin bind | POLI inh | Pol beta inh
COc1cc(C(=O)O)c2ccccc2n1 | 8% | -14% | -2% | 0.7 | -3% | -14% | -2% | -21% | 60%
COc1ccc2nc(N3C(=O)CC(Cc4ccc(Cl)cc4)C3=O)sc2c1 (stereo not given) | -2% | x | -8% | 0.3 | -2% | u | -11% | u | 0%
COCC(=O)N1CCC2(CC1)CCN(C(c1ccccc1)c1ccccc1)CC2 | 15% | x | 8%[60.1 µM] | x | 0% | -6%[57.4 µM] | x | x | x

(more compounds)
SMILES | APEX1 inh | ERG Ets-DNA blk | Pol kappa inh | TRHR agonist | BLM inh | 12-LOX inh | Apoferritin bind | POLI inh | Pol beta inh
Cc1cc2c(NC(=O)Nc3ccc(F)cc3)cccc2nn1 | u | 9% | 2% | 0.3 | -22% | u | -2% | 99%[activator] | -1%
COc1ccc(NC(=O)CN2C(=O)CC(c3ccco3)Sc3ccccc32)cc1OC (stereo not given) | x | 1% | 7% | 0.0 | -8% | -16% | -17% | 25% | u
Cc1cccc(C(=O)/C=C2/c3ccccc3CC(C)(C)N2C)c1 | -2% | -5% | -6% | -0.1 | -2% | 18% | -16% | 0% | u
O=c1c2ccccc2cnn1-c1ccc(Cl)cc1 | 0% | 1% | -6% | 0.0 | 1% | 0% | -11% | 12% | -2%
COCCn1c(=O)c(-c2ccc(Cl)cc2)nc2cnc(Oc3ccc(OC)cc3)nc21 | 2% | x | -17%[60.1 µM] | x | -8% | -34% | x | x | x
COc1ccccc1CNC(=O)CCCC(=O)n1ncc2cc(C)ccc21 | -12% | -5% | 6% | -0.4 | -4% | 0% | -11% | -24% | 4%
CCn1c(=O)n(CC(=O)NCc2ccco2)c(=O)c2ccccc21 | -4% | 4% | -6% | 1.2 | 1% | 0% | -7% | 6% | 8%
Cc1ccc(NC(=O)NNC(=O)c2ccccc2)cc1 | 7% | 4% | 2% | -0.1 | -4% | 17% | -4% | 29% | -17%
CC(=O)c1ccccc1OC(=O)CCN1C(=O)c2ccccc2C1=O | 14% | -1% | -9% | -1.4 | 4% | -9% | -12% | -15% | 38%
Cc1ccc(N2CCN(S(=O)(=O)N3CCCCCC3)CC2)cc1Cl | -5% | 3% | -1% | -0.7 | -3% | 11% | -3% | 4% | 2%
Cc1ccccc1OCC(=O)Nc1ccccc1N1CCC(C)CC1 | 15% | -6% | -18% | 0.9 | -10% | -7% | -3% | 13% | 54%
COc1ccc(CNC(=O)CN(C(=O)c2snc(C(N)=O)c2N)c2ccc(F)cc2)cc1 | 45%[activator] | 1% | 11% | -0.4 | -1% | -13% | -1% | 111%[activator] | 34%
CCOC(=O)c1c(NC(=O)CSc2nc3ccccc3c(=O)n2-c2ccc(F)cc2)sc(C(C)=O)c1C | 15% | 1% | -7% | 0.4 | 4% | -2% | -2% | u | 4%

An excerpt; count on the stated rates, not on these rows.
